Source: PubChem (several laboratories)
SUMO HTRF inh: SUMOylation inhibition. P63279. HTRF SUMOylation assay, SAE1/SAE2 + UBC9, in vitro. inhibition, % at 35 µM. 0.36% of 290,000 active. AID 2006; in the data active = inhibition above about 50%, passing the limit was not always enough; also: strong numbers were not always called active
Target sequence (P63279 whole entry, looked up): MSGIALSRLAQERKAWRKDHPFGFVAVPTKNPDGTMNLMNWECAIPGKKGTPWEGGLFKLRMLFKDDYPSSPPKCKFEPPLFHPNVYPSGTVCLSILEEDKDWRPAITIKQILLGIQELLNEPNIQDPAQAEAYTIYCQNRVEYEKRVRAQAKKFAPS
IDE act: boosts human insulin-degrading enzyme activity in HEK cells | P14735 | AID 493087 | 0.073% of 340,000 active | activation, % at 5.96 µM | FAbeta-B cleavage, fluorescence polarization; 0% vehicle, 100% cell-free pure enzyme wells;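 active = activation above the mean of all tested compounds plus 3 SD, set per screening campaign, cut at about 17% in these data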
VIM-2 inh: inhibitors of Pseudomonas aeruginosa VIM-2 metallo-beta-lactamase; 0.89% of 290,000 active; inhibition, % at 5.6 µM; AID 1527; purified VIM-2, nitrocefin hydrolysis, epi-absorbance fluorescence;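 active = inhibition above the mean of all tested compounds plus 3 SD, cutoff set per screening run, cut at about 7.5% in these data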;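 also: red hydrolysis product quenches plate fluorescence so inhibitors raise well fluorescence; 0% = enzyme with DMSO and 100% = DMSO without enzyme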
GalR3 antag: antagonists of human GalR3; HEK293 GalR3-CNG cAMP membrane potential fluorescence; galR3 body fused to GalR1 C-terminus; 0.44% of 360,000 active; O60755; inhibition, % at 3 µM; AID 651719;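 active = inhibition above the screen-wide average plus 3 SD, cut at about 13% in these data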;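 also: forskolin and galanin both at EC90 stimulate the cells; cAMP rise reported by CNG channel membrane potential dye signal; 0% = forskolin plus galanin with DMSO and 100% = forskolin alone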
Target sequence (O60755 1-299 limits assumed): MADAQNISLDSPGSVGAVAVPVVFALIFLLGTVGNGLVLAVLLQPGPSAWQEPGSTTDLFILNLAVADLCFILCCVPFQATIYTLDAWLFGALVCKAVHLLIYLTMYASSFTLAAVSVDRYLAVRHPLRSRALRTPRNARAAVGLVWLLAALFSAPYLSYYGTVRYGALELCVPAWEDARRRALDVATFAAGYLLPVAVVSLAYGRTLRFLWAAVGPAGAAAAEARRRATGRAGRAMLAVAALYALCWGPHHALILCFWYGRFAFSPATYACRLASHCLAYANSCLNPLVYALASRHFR
IMP-1 inhibitor: blocks Pseudomonas aeruginosa IMP-1 metallo-beta-lactamase | purified IMP-1, nitrocefin hydrolysis, epi-absorbance fluorescence | 0.45% of 290,000 active | inhibition, % at 5.6 µM | AID 1556;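 active = inhibition above the mean plus 3 SD of all compounds in the same screening run, cut at about 4.5% in these data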;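 also: 0% = IMP-1 with DMSO and 100% = DMSO wells lacking enzyme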
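System: Purified IMP-1 | Read-out basis: Percent enzyme inhibition | Controls: IMP-1 with DMSO as 0%, enzyme-free DMSO as 100% | Replicates: One well per compound | Doses: 5.6 µM nominal single concentration | Detection: Epi-absorbance fluorescence, 480 nm excitation, 530 nm emission | Incubation: 25 °C, 15 min preincubation, 25 min reaction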
p-CIP stab down: lowers stability of the mouse p/CIP coactivator protein; decrease of EGFP signal, % at 10 µM; F442A p/CIP-EGFP cells, EGFP fluorescence, 16 h; 0.01% of 290,000 active; Q05BA5;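 active = EGFP signal decrease of at least 30% at 10 µM or well 3 SD below plate mean, unless failing retest; inactive = the rest, including hits failing retest or dose response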; also: some compounds called inactive have numbers as strong as hits; many of its hits are not listed in these tables
NS3 helicase inh: blocks Hepatitis C virus NS3 helicase unwinding; NS3 helicase DNA unwinding, Cy5 molecular beacon fluorescence; inhibition, % at 10.9 µM; 0.56% of 290,000 active; AID 1800;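 active = inhibition above the mean of all tested compounds plus 3 SD, set per campaign, cut at about 35% in these data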;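 also: 0% = DMSO wells and 100% = thioflavine S control wells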
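System: NS3 helicase fragment of HCV / Schedule: 1 h at 25 °C / Control set: DMSO alone as 0% and 110 µM thioflavine S as 100% / Reagent: Cy5/quencher beacon DNA duplex and ATP to start / Technique: Cy5 fluorescence / Replication: singlicate / Evaluation: % inhibition of end-to-start signal ratio versus controls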
IDE cell inh: inhibits human insulin-degrading enzyme in HEK cells. P14735. FAbetaB cleavage, fluorescence polarization. inhibition, % at 5.59 µM. 0.41% of 320,000 active. AID 434962;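 active = percent inhibition above the average of all tested compounds plus 3 SD, set per screening campaign, cut at about 16% in these data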;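 also: IDE supplied by intact live HEK cells; FP after avidin binding of uncleaved biotin substrate so inhibition keeps polarization high; 0% = DMSO wells and 100% = 60 µM reference IDE inhibitor Ii1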
CRFR2-BP antag: blocks CRF-induced signaling of the CRF-BP/CRF-R2 complex; HEK293 CRF-R2/CRF-BP, CRF-induced calcium fluorescence; inhibition, % at 11.8 µM; 0.59% of 350,000 active; AID 588475;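 active = inhibition of the ligand-induced calcium signal above about 50% at the single tested concentration, limit read from the data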
An asterisk follows results filed as active; · = no result given.

SMILES	SUMO HTRF inh	IDE act	VIM-2 inh	GalR3 antag	IMP-1 inhibitor	p-CIP stab down	NS3 helicase inh	IDE cell inh	CRFR2-BP antag
CN(Cc1nccs1)C(=O)c1ccc(OC2CCN(CCc3ccccc3)CC2)cc1	0	2	-1.6	-2	-1.3	1	-2	1	12
CC(=O)Oc1ccc(C(=O)Nc2ccc(C3(C#N)CCCC3)cc2)cc1	19	4	0.2	-12	12*	-5	3	2	-13
Brc1ccccc1OCCCN1CCOCC1	-23	1	-0.1	-7	1.1	7	-4	-3	-12
CCCN1CCN(C(=S)Nc2ccc3nc(N4CCN(CC)CC4)cc(C)c3c2)CC1	23	2	4.8	-3	-1.6	-1	3	1	1
CCCS(=O)(=O)N1CCN(C(=O)c2cccnc2)CC1	19	-1	-3.3	0	-4.7	-10	-2	1	0
O=C(NC(=S)Nc1ccc(CN2CCOCC2)cc1)c1ccccc1[N+](=O)[O-]	4	-3	-0.3	-5	-3.5	0	-9	3	-2
Cc1cccc(C)c1NC(=O)CNC(=O)c1c(C)nn(-c2ccccc2)c1C	·	5	·	-3	·	·	·	-2	-6
N#Cc1c(-c2ccccc2)nc(SCc2nc(N)nc(N3CCCCC3)n2)[nH]c1=O	8	-4	-0.2	-1	-1.7	-9	5	-2	26
CCOc1cc(-c2cc(-c3ccc(OC)cc3)nc(N)c2C#N)ccc1O	5	1	6.2	-2	-1.1	-6	2	10	7
Cc1noc(C)c1S(=O)(=O)N1CCC(C(=O)NC2CCCc3ccccc32)CC1 (stereo unspecified)	1	-2	-0.1	2	-4.4	3	-10	8	-24
CC(/C=N/n1c(C2CCCCC2)n[nH]c1=S)=C\c1ccccc1	-9	-6	1.0	-5	-2.7	4	-2	-5	2
COc1cccc(OC(=O)c2cc3ccccc3oc2=O)c1	3	-2	0.7	1	-1.1	-6	8	0	12
CC(C)(C)C(=O)Nc1nc(=S)ss1	4	0	-3.1	-2	1.7	-1	0	0	30
CCN(CC)C(=O)CSc1nc(C)cc(C)n1	13	·	-2.5	-5	-1.4	-16	-16	-6	18
O=C(NCC(=O)N(c1ccccc1)C(C(=O)NC1CCCC1)c1ccncc1)c1cccs1 (stereo unspecified)	16	2	-4.0	-11	-2.3	-8	5	-2	-3
Cc1[nH]c2ccccc2c1CCN(Cc1cccnc1)C(=S)NC(C)(C)C	-8	4	-1.9	-10	-2.2	-1	-14	-4	-21
COc1cc(CN(C)Cc2cccc3ccccc23)cc([N+](=O)[O-])c1O	4	1	-2.7	-4	-4.0	-18	12	5	20
O=C(CN1C(=O)c2cccc([N+](=O)[O-])c2C1=O)OCC(=O)N1CCCCC1	·	2	·	-4	·	·	·	5	7
CC1CC(C)CN(C(=O)COC(=O)c2ccc3ncsc3c2)C1 (stereo unspecified)	·	4	·	-5	·	·	·	-2	3
COc1ccc(NC(=O)CSc2nc3[nH]c(=O)[nH]c(=O)c3s2)cc1OC	-4	-2	-1.6	-7	-0.8	-4	-10	8	-7
Cc1cc(C)cc(N(CC(=O)NCc2ccco2)C(=O)CCC(=O)Nc2nccs2)c1	2	5	-0.1	-7	0.8	-7	3	-2	-34
CCOc1cc(CNCc2cccnc2)ccc1OCC(=O)NC(C)(C)C	13	2	-1.1	-6	-2.4	8	7	5	7
Fc1ccccc1OCCCn1ccnc1	7	-2	-1.6	-8	-2.3	-11	0	-2	-5
C=CCn1c(=NC(=O)c2cccs2)sc2cccc(OC)c21	-18	-3	-2.9	-4	-2.9	3	5	-2	-1
O=C(NCc1ccc(F)cc1)c1cccc2c1C(=O)c1ccc(N3CCC(Cc4ccccc4)CC3)cc1S2(=O)=O	·	3	·	0	·	·	·	5	-51
Cc1ccc(CN2C(=O)C3CCCN3c3ccc(C#N)cc32)cc1 (stereo unspecified)	4	·	-2.4	·	-4.4	-1	3	-3	·
COc1ccc(C)c(NC(=O)NCCc2cnc[nH]2)c1	-1	3	-1.6	-8	-6.2	2	0	0	5
O=C(NCC1CCN(Cc2cccc(Cl)c2)CC1)C1CCCN(c2ncnc3c2nc2n3CCCCC2)C1 (stereo unspecified)	9	-5	1.9	-7	-2.9	4	-30	0	-5
O=c1nc(N2CCCC2)nc(Nc2ccccc2)[nH]1	-1	12	-1.7	-5	-3.3	0	-2	-5	9
CCOC(=O)C1=C(C)NC2=C(C(=O)C(C(=O)OCC)C(c3ccccc3OC)C2)C1c1ccccn1 (stereo unspecified)	24	3	-3.3	2	-2.5	12	-7	2	-7
CCC(c1ccccc1)c1nnc(NC(=O)c2ccco2)s1 (stereo unspecified)	7	·	-3.4	-4	-2.1	-1	-2	6	-11
Cc1ccc(NC(=O)CCC(=O)NNC(=O)NC2CCCCC2)c(C)c1	9	2	-2.2	-5	-1.5	-16	9	-7	3
COc1ccc(CCNC(=O)COC(=O)/C=C/c2cc(OC)c(OC)c(OC)c2)cc1OC	2	0	-5.4	-1	-2.8	15	43*	3	19
Cc1ccccc1OCC(=O)NNC(=O)C1CCCCC1C(=O)O (stereo unspecified)	-13	-3	-2.3	1	-3.6	3	-14	-3	1
COc1ccc(CCNC(=O)c2cccc(S(=O)(=O)N3CCCC3)c2)cc1OC	·	3	·	-5	·	·	·	-1	21
Cc1ccc(CSc2nnc([C@@H]3CCCN3C(=O)OC(C)(C)C)o2)cc1	0	2	-2.9	-5	-2.0	-11	2	2	10
CN(Cc1cn(C)nc1-c1ccccc1F)C1CCOC1 (stereo unspecified)	5	3	-0.4	-4	-3.3	-3	3	-3	8
CCC(=O)Nn1cnc2c(c1=O)C1(CCCCC1)Cc1ccccc1-2	24	-1	0.7	-6	1.8	-13	1	1	-3
CCCOc1ccc(C(=O)Nc2cc(S(=O)(=O)N3CCOCC3)ccc2N2CCOCC2)cc1	·	-2	·	-7	·	·	·	0	7
O=C(COC(=O)c1ccc([N+](=O)[O-])s1)Nc1cccc(S(=O)(=O)NC2=NCCCCC2)c1	21	6	-3.9	0	-1.6	-9	-6	-1	68*

Reformatted with two lines to a compound: entries from further up.
Values in the order – SUMO HTRF inh | IDE act | VIM-2 inh | GalR3 antag | IMP-1 inhibitor | p-CIP stab down | NS3 helicase inh | IDE cell inh | CRFR2-BP antag
O=C(NCC1CCN(Cc2cccc(Cl)c2)CC1)C1CCCN(c2ncnc3c2nc2n3CCCCC2)C1 (stereo unspecified)
  9 | -5 | 1.9 | -7 | -2.9 | 4 | -30 | 0 | -5
O=c1nc(N2CCCC2)nc(Nc2ccccc2)[nH]1
  -1 | 12 | -1.7 | -5 | -3.3 | 0 | -2 | -5 | 9
CCOC(=O)C1=C(C)NC2=C(C(=O)C(C(=O)OCC)C(c3ccccc3OC)C2)C1c1ccccn1 (stereo unspecified)
  24 | 3 | -3.3 | 2 | -2.5 | 12 | -7 | 2 | -7
CCC(c1ccccc1)c1nnc(NC(=O)c2ccco2)s1 (stereo unspecified)
  7 | · | -3.4 | -4 | -2.1 | -1 | -2 | 6 | -11
Cc1ccc(NC(=O)CCC(=O)NNC(=O)NC2CCCCC2)c(C)c1
  9 | 2 | -2.2 | -5 | -1.5 | -16 | 9 | -7 | 3
COc1ccc(CCNC(=O)COC(=O)/C=C/c2cc(OC)c(OC)c(OC)c2)cc1OC
  2 | 0 | -5.4 | -1 | -2.8 | 15 | 43* | 3 | 19
Cc1ccccc1OCC(=O)NNC(=O)C1CCCCC1C(=O)O (stereo unspecified)
  -13 | -3 | -2.3 | 1 | -3.6 | 3 | -14 | -3 | 1
COc1ccc(CCNC(=O)c2cccc(S(=O)(=O)N3CCCC3)c2)cc1OC
  · | 3 | · | -5 | · | · | · | -1 | 21
Cc1ccc(CSc2nnc([C@@H]3CCCN3C(=O)OC(C)(C)C)o2)cc1
  0 | 2 | -2.9 | -5 | -2.0 | -11 | 2 | 2 | 10
CN(Cc1cn(C)nc1-c1ccccc1F)C1CCOC1 (stereo unspecified)
  5 | 3 | -0.4 | -4 | -3.3 | -3 | 3 | -3 | 8
CCC(=O)Nn1cnc2c(c1=O)C1(CCCCC1)Cc1ccccc1-2
  24 | -1 | 0.7 | -6 | 1.8 | -13 | 1 | 1 | -3
CCCOc1ccc(C(=O)Nc2cc(S(=O)(=O)N3CCOCC3)ccc2N2CCOCC2)cc1
  · | -2 | · | -7 | · | · | · | 0 | 7
O=C(COC(=O)c1ccc([N+](=O)[O-])s1)Nc1cccc(S(=O)(=O)NC2=NCCCCC2)c1
  21 | 6 | -3.9 | 0 | -1.6 | -9 | -6 | -1 | 68*

(cont.)
SMILES	SUMO HTRF inh	IDE act	VIM-2 inh	GalR3 antag	IMP-1 inhibitor	p-CIP stab down	NS3 helicase inh	IDE cell inh	CRFR2-BP antag
O=c1cnn(-c2ccc(Cl)cc2Cl)c(-c2ccccc2)c1	10	3	-0.4	-8	-5.9	-2	-4	-5	8
O=[N+]([O-])c1ccc(NC(=S)NCCc2ccccc2)cc1	3	3	-2.7	-6	-1.4	-8	-9	0	19
COc1cccc(NC(=O)CSc2ccc3nnc(-c4ccccn4)n3n2)c1	-2	0	1.5	6	-1.1	7	-2	1	10
O=C(Nc1ccc(-c2nc3ccccc3o2)cc1)c1ccc(N2C(=O)C3C4C=CC(C4)C3C2=O)cc1 (stereo unspecified)	44	-2	-0.3	61*	-5.8	-2	-5	-10	-10
COc1ccc2c(c1)c(/C=N/Nc1ccc(C(=O)O)cc1)c(C)n2C	18	1	-0.9	4	-4.3	-12	13	9	1
COc1ccc(/C=N/OC(=O)Nc2ccccc2)cc1[N+](=O)[O-]	-12	1	-3.9	-1	-2.1	9	4	1	5
CCC(C)(C)NC(=O)CN(C(=O)CCC(=O)Nc1nccs1)c1cccc(C)c1	2	6	-2.0	-8	-2.6	-11	-3	1	2
Cc1cc(-n2c(C)cc(C(=O)COc3ccc4ccc(=O)oc4c3)c2C)no1	-4	-2	-1.8	-1	0.6	2	-3	2	31
CC(C)CC(=O)N1CCN(C(=O)c2ccco2)CC1	-6	2	-0.8	-1	-1.9	9	-5	-6	-7
N#Cc1cn(CCOC(=O)c2cccc(C(F)(F)F)c2)c(=O)[nH]c1=O	15	-6	-1.0	-4	-1.1	-7	-13	6	42
COc1ccc(/C=N\NC(=O)C2=NNC(=O)C2C)cc1 (stereo unspecified)	-2	1	-2.1	-1	-0.7	-14	-3	9	-10
COc1cccc(/C=N/NC(=O)C(=O)NCc2cccnc2)c1OC	1	1	-2.5	-2	-2.7	-13	-3	-5	1
OCC1OC(n2nc3ccccc3n2)C(O)C(O)C1O (stereo unspecified)	10	-3	-1.5	-5	-2.1	-2	-5	3	10
CCc1cc2ccc(C)cc2nc1SCC(=O)c1ccc(NC(C)=O)cc1	-17	-1	-2.2	-8	-1.4	-18	1	3	-39
